PPARg SRC-3 ag = promotes SRC-3 coactivator recruitment by human PPARgamma; P37231; biochemical PPARgamma/SRC-3 coactivator recruitment assay; activation, % at 8 µM; 200,000 compounds, 0.26% hits; in the data active means activation above about 23%;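 further: 0% = DMSO and 100% = reference agonist; some compounds past the cut are filed as inactive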
Target sequence (P37231 whole entry, looked up): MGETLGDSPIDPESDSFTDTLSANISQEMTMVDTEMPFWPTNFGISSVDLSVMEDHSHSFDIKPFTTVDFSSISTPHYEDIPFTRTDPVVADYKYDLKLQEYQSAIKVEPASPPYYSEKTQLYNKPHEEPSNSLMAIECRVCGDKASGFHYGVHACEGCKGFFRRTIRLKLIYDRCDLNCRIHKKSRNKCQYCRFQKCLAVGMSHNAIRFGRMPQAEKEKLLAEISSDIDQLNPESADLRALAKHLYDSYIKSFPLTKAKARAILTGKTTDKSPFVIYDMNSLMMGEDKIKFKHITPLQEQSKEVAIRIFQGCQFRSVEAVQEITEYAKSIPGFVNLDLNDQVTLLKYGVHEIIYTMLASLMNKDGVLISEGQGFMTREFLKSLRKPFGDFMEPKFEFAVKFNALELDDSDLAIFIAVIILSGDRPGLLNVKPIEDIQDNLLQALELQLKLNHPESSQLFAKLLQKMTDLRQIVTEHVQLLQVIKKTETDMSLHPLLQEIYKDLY
PPARg SRC2 recr = agonists of SRC-2 recruitment by human PPARgamma. PPARgamma LBD-SRC-2 recruitment, biochemical. activation, % at 8 µM. 200,000 compounds, 0.34% hits; in the data active means activation above about 22%;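 further: 0% = vehicle and 100% = reference agonist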
bIAP inhibitor = intestinal alkaline phosphatase (bovine) inhibition; purified bovine IAP, CDP-star luminescence, 30 min; inhibition, % at 20 µM; 190,000 tested, under 10 active; AID 1019;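 active means over 50% inhibition of intestinal alkaline phosphatase at 20 µM in the single-dose screen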
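Assay system – bovine IAP enzyme · Quantity – bovine IAP at 1/65,000,000 final dilution · Detection – CDP-star luminescence signal · Times – 30 min reaction at room temperature · Also added – CDP-star substrate at 30 µM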
PPARg SRC-1 ag = PPARgamma-driven SRC-1 recruitment agonism | PPARgamma-SRC-1 coactivator recruitment biochemical assay | 200,000 compounds, 0.41% hits | activation, % at 8 µM; in the data active means activation above about 19%;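 further: 0% = DMSO and 100% = reference agonist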
TR-FRET SRC-2 ct = flags TR-FRET format artefacts in PPARgamma SRC-2 recruitment agonist screen. TR-FRET artefact counter-screen; active compounds read high. TR-FRET ratio at 8 µM. 200,000 compounds, 0.4% hits. AID 1049; in the data active means TR-FRET ratio above about 2000; further: inactives centre near 1500; reference of the scale not given here
HMGR II inh = inhibitors of class II HMG-CoA reductase from Enterococcus faecalis. purified E. faecalis HMGR, NADPH absorbance 340 nm kinetic. inhibition, % at 10 µM. 190,000 compounds, 0.41% hits. AID 1066;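 active means inhibition above a set limit, the median over all tested compounds plus 3 SD, cut at about 9.5% in these data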;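 further: enzyme runs in reverse so mevalonate oxidation gives rising NADPH absorbance; 0% = complete reaction with DMSO and 100% = background rate lacking mevalonate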
S1P3 antagonist = S1P3 (human) receptor antagonism; 170,000 compounds, 0.27% hits; Q99500; AID 485; CHO S1P3 NFAT-BLA reporter, FRET fluorescence, antagonist mode; inhibition, % at 4.98 µM;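 active means inhibition above the plate cutoff, the mean inhibition of test wells on that plate plus 3 SD, cut at about 28% in these data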;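 further: cells challenged with S1P at its EC80 of 0.8 µM; blue over green emission ratio from cleaved BLA substrate after 4 h stimulation; 0% = S1P-stimulated wells and 100% = unstimulated DMSO-only wells; some compounds past the cut are filed as inactive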
L major viab = reduces viability of Leishmania major promastigotes; AID 1063; 200,000 compounds, 9% hits; resazurin fluorescence viability; inhibition, % at 10 µM; in the data active means inhibition above about 50%;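 further: promastigotes grown with compound for 44 hours at 28 °C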
RAM inhibit = blocks the yeast RAM network; S. cerevisiae dse1pr::URA3 reporter, 5-FOA growth OD615, 2 d; analog-sensitive cbk1-as2 kinase mutant strain; inhibition, % at 50 µM; 190,000 compounds, 1.8% hits;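 active means inhibition above a set limit, 3 SD over mean compound inhibition, cut at about 8.4% in these data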;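 further: 0% = DMSO-only wells with no growth and 100% = 10 µM 1-NA-PP1 full growth; inhibition rescues growth on 5-FOA so higher OD means more RAM inhibition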
DTT redox prof = compounds producing H2O2 with reducing agent – biochemical, NIH compound library profiling, artefact control for MLSCN library redox annotation, primary screen | DTT-dependent redox cycling H2O2, phenol red/HRP absorbance; 100% = 100 µM peroxide control, 0% = buffer | activation, % at 10 µM | 200,000 compounds, 0.03% hits;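 active means activation of at least 50% relative to the plate's high and low controls in the primary single-dose screen; inactive means activation below 50%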;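 further: compound incubated with DTT at 0.8 mM final as the reducing agent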
ROMK mod = modulates human ROMK potassium channel activity; Tet-inducible ROMK, thallium flux fluorescence; actives lie on both sides; B-score at 10 µM; 130,000 compounds, 2% hits;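 active means signal ratio slope over the read window, or its plate-corrected B-score, at least 3 SD from the plate mean, either direction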;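 further: B-score of the F/F0 ratio slope over 7 to 12 s after thallium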
Target sequence (P48048 whole entry, looked up): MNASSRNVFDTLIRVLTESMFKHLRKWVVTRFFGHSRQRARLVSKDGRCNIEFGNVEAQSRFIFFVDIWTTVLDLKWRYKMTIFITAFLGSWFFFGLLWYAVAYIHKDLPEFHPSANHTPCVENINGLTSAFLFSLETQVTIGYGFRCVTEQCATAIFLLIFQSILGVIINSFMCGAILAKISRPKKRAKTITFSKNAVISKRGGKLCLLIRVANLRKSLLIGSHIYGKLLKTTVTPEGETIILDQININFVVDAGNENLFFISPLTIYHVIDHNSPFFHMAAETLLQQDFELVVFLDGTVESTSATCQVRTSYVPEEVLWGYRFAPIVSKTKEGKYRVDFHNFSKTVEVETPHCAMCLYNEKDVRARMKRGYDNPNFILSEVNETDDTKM
An asterisk follows results filed as active; . = no result given.

no.	mol	PPARg SRC-3 ag	PPARg SRC2 recr	bIAP inhibitor	PPARg SRC-1 ag	TR-FRET SRC-2 ct	HMGR II inh	S1P3 antagonist	L major viab	RAM inhibit	DTT redox prof	ROMK mod
1	N#CC(C(=O)OC1CCCCC1)c1nc2ccccc2nc1N1CCCCC1 (stereo not drawn)	-3	-5	11	-6	1563	-2	9	54*	4.7	1.9	-0.69
2	COc1ccc(C(=O)N/C(=C\c2ccccc2)C(=O)NC(CC(C)C)C(=O)O)cc1 (stereo not drawn)	4	7	11	0	1550	1	8	-2	1.7	0.6	.
3	O=C(CSc1ncnc2c1oc1ccccc12)Nc1cccc(F)c1	43*	22*	20	25*	1746	-4	-20	3	4.2	0.0	0.47
4	CCCOC(=O)CN1C(=O)c2ccccc2C1=O	8	-1	2	5	1564	-4	-20	-2	1.7	-3.7	0.29
5	CCSc1nnc(CNc2ccc(F)cc2)n1CC1CCCO1 (stereo not drawn)	9	-5	3	2	1689	-5	-1	0	0.1	2.0	.
6	CCOC(=O)C1=C(CSc2nc3c(cc2C#N)CN(C)CC3)OC(N)=C(C#N)C1c1ccc(F)cc1 (stereo not drawn)	12	7	-12	0	1406	-4	.	1	3.8	1.3	-1.7
7	Cc1c(NC(=O)CSc2nnnn2-c2ccc(C(=O)O)cc2)c(=O)n(-c2ccccc2)n1C	0	2	6	1	1606	-1	8	-3	2.3	-1.1	0.04
8	COc1ccc2c(c1)C(C)CC(C)(C)N2C(=O)CSc1ncn[nH]1 (stereo not drawn)	-2	4	-38	5	1465	0	12	-5	1.1	2.4	.
9	CCC(C)NC(=O)C1CCN(S(=O)(=O)CC)CC1 (stereo not drawn)	-5	-1	6	3	1593	-5	-10	0	2.9	-2.7	0.35
10	CCC(=O)N1CCc2cc(Br)cc(S(=O)(=O)N3CCCCCC3)c21	8	1	1	5	1568	2	.	49	0.7	1.1	-1.2
11	O=C(CSc1ncnc2c1oc1ccccc12)Nc1nc2ccccc2s1	39*	12	4	30*	1783	-10	.	-4	1.1	-2.9	.
12	CCCc1nnc(NC(=O)CCC(=O)N2CCN(C3c4ccccc4-c4ccccc43)CC2)s1	-7	-14	10	3	1440	-10	-1	-6	5.6	0.5	.
13	O=c1[nH]c(CSc2ccccn2)nc2c1cnn2-c1ccccc1	5	5	-2	4	1675	-1	-14	-1	2.6	-0.5	.
14	FC(F)(F)c1cccc(-c2ccc(-c3csnn3)o2)c1	9	10	29	0	1597	-6	.	7	0.9	-2.1	.
15	COc1cccc(C2C3=C(CCCC3=O)NC3=C2C(=O)c2ccccc23)c1 (stereo not drawn)	-1	2	-13	-6	1785	-1	-1	13	3.0	-0.4	0.42
16	CS(=O)(=O)N(CC(=O)NCc1ccc2c(c1)OCO2)c1ccccc1	10	6	7	6	1539	3	-8	-1	1.1	2.7	0.59
17	Cc1cc(C(=O)CN2C(=O)C(=O)N(C3CCCC3)C2=O)c(C)n1-c1ccc(F)cc1	3	2	-18	6	1602	-4	-2	-2	6.1	5.0	-1.3
18	O=C(COC(=O)/C=C/c1ccco1)Nc1ccccc1	3	6	30	5	1651	0	6	-1	2.8	-2.2	-0.06
19	CCC(C(=O)OCCN(CC)CC)c1ccccc1 (stereo not drawn)	0	0	2	9	1600	-10	8	-7	0.1	-0.1	.
20	Cc1cccc(CN2CCN(CC(=O)O)C2=O)c1	7	-6	23	-2	1360	-7	-4	-3	2.4	-0.6	.

From no. 1 to 12, copied from above:
no.	mol	PPARg SRC-3 ag	PPARg SRC2 recr	bIAP inhibitor	PPARg SRC-1 ag	TR-FRET SRC-2 ct	HMGR II inh	S1P3 antagonist	L major viab	RAM inhibit	DTT redox prof	ROMK mod
1	N#CC(C(=O)OC1CCCCC1)c1nc2ccccc2nc1N1CCCCC1 (stereo not drawn)	-3	-5	11	-6	1563	-2	9	54*	4.7	1.9	-0.69
2	COc1ccc(C(=O)N/C(=C\c2ccccc2)C(=O)NC(CC(C)C)C(=O)O)cc1 (stereo not drawn)	4	7	11	0	1550	1	8	-2	1.7	0.6	.
3	O=C(CSc1ncnc2c1oc1ccccc12)Nc1cccc(F)c1	43*	22*	20	25*	1746	-4	-20	3	4.2	0.0	0.47
4	CCCOC(=O)CN1C(=O)c2ccccc2C1=O	8	-1	2	5	1564	-4	-20	-2	1.7	-3.7	0.29
5	CCSc1nnc(CNc2ccc(F)cc2)n1CC1CCCO1 (stereo not drawn)	9	-5	3	2	1689	-5	-1	0	0.1	2.0	.
6	CCOC(=O)C1=C(CSc2nc3c(cc2C#N)CN(C)CC3)OC(N)=C(C#N)C1c1ccc(F)cc1 (stereo not drawn)	12	7	-12	0	1406	-4	.	1	3.8	1.3	-1.7
7	Cc1c(NC(=O)CSc2nnnn2-c2ccc(C(=O)O)cc2)c(=O)n(-c2ccccc2)n1C	0	2	6	1	1606	-1	8	-3	2.3	-1.1	0.04
8	COc1ccc2c(c1)C(C)CC(C)(C)N2C(=O)CSc1ncn[nH]1 (stereo not drawn)	-2	4	-38	5	1465	0	12	-5	1.1	2.4	.
9	CCC(C)NC(=O)C1CCN(S(=O)(=O)CC)CC1 (stereo not drawn)	-5	-1	6	3	1593	-5	-10	0	2.9	-2.7	0.35
10	CCC(=O)N1CCc2cc(Br)cc(S(=O)(=O)N3CCCCCC3)c21	8	1	1	5	1568	2	.	49	0.7	1.1	-1.2
11	O=C(CSc1ncnc2c1oc1ccccc12)Nc1nc2ccccc2s1	39*	12	4	30*	1783	-10	.	-4	1.1	-2.9	.
12	CCCc1nnc(NC(=O)CCC(=O)N2CCN(C3c4ccccc4-c4ccccc43)CC2)s1	-7	-14	10	3	1440	-10	-1	-6	5.6	0.5	.

The results go on.
no.	mol	PPARg SRC-3 ag	PPARg SRC2 recr	bIAP inhibitor	PPARg SRC-1 ag	TR-FRET SRC-2 ct	HMGR II inh	S1P3 antagonist	L major viab	RAM inhibit	DTT redox prof	ROMK mod
21	OC(COCC1COc2ccccc2O1)CN1CCCCC1 (stereo not drawn)	-1	-4	14	-5	1723	-3	2	2	1.6	-0.2	.
22	Cc1ccc(C2(c3ccc(C)cc3)CC2C(=O)NCc2cccnc2)cc1 (stereo not drawn)	6	-2	-2	-4	1541	-2	-21	20	1.1	-1.6	0.027
23	O=C(N/N=C1\CCCc2ccccc21)c1ccc([N+](=O)[O-])cc1Cl	10	-8	-8	0	1566	-4	.	94*	1.3	3.0	.
24	Cc1cc(SCC(=O)N(C)C2CCS(=O)(=O)C2)nc2c(C)cccc12 (stereo not drawn)	4	3	-6	7	1618	-5	-4	0	0.4	0.0	-0.13
25	CC(=O)Nc1ccc(NC(=S)NC(=O)c2cc3ccccc3o2)cc1	0	4	0	2	1543	5	-6	37	2.8	.	.
26	C/C(CC(=O)Nc1ccccc1Br)=N\NC(=O)C(=O)N1CCCC1	2	3	15	5	1656	2	.	1	-0.7	1.1	.
27	Cc1nc2ccc(S(=O)(=O)NCC(=O)N3CCC(C)CC3)cc2s1	11	6	6	5	1471	0	-24	-4	1.9	-1.4	-0.013
28	O=C(Nc1nc2c(s1)CCc1ccccc1-2)c1ccco1	8	9	8	4	1526	-14	.	21	3.9	-0.3	-2.9
29	COc1cccc(CNC(=O)C2CCCN(S(C)(=O)=O)C2)c1 (stereo not drawn)	2	1	8	2	1608	-4	-20	-10	1.2	-1.7	-0.091
30	COc1ccc(C(=N/O)/C(=N/O)c2ccc(OC)cc2)cc1	5	1	19	-4	1541	-4	12	7	3.6	1.2	.
31	COc1cccc(C(c2sc3ncnn3c2O)N2CCc3ccccc3C2)c1 (stereo not drawn)	-6	-6	10	-5	1455	0	-8	11	2.7	-1.0	.
32	CS(=O)(=O)NCCNc1ccc(Cl)cc1[N+](=O)[O-]	1	9	17	-2	1706	2	-13	-3	1.6	-0.2	1.3
33	O=c1c(Br)c(N2CCCCC2)cnn1-c1ccccc1	0	-3	5	15	1732	-5	-10	21	1.8	-0.5	-1.1
34	COC(=O)C1(C(=O)OC)NOC2C(=O)N(N(C)c3ncc(C(F)(F)F)cc3Cl)C(=O)C21 (stereo not drawn)	4	2	2	0	1648	-2	8	-10	0.9	-0.3	-0.36
35	COC(CC(=O)NNC(=S)Nc1ccc(Cl)cc1)OC	1	9	-70	1	1539	0	-16	-7	-0.3	-0.5	-0.8
36	O=C(c1ccc(N2CCN(CCO)CC2)nc1)N1CCOCC1	-4	-5	23	-3	1484	-4	-11	-6	0.9	-0.2	0.66
37	CN(C)c1ccc(C2CC(=O)NC3=C2C(=O)CC(C)(C)C3)cc1 (stereo not drawn)	-5	5	-17	9	1544	-1	2	3	0.5	0.8	-0.26
38	CCCCN(CCCC)C(=O)c1cc(Cl)ccc1[N+](=O)[O-]	2	-5	4	-7	1488	0	0	24	0.1	-0.2	.
39	NC(=O)CN1C(=O)C(O)(CC(=O)/C=C\c2ccc3c(c2)OCO3)c2ccccc21 (stereo not drawn)	2	1	-21	1	1468	-1	-12	0	0.5	-0.2	-0.56
40	CCSc1nnc(-c2cccs2)o1	-3	2	2	2	1552	-5	-7	-6	1.5	2.4	.
41	COc1ccc(C2(CNC(=O)c3ccc(Br)o3)CCOCC2)cc1	-3	10	9	0	1579	-3	-23	13	0.1	1.0	.
42	CCOC(=O)c1ccc(-n2c(O)c(/C=N/NC(=O)C3COc4ccccc4O3)c3ccccc3c2=O)cc1 (stereo not drawn)	-3	-4	3	4	1497	-12	-10	-6	3.7	0.4	.
43	O=c1c2ccccc2c(-c2ccccc2)nn1Cc1c(Cl)cccc1Cl	10	-2	8	1	1431	1	.	5	5.4	-0.2	.
44	OC(COCc1cccs1)CN1CCN(c2cccc(C(F)(F)F)c2)CC1 (stereo not drawn)	-1	-1	7	-4	1495	-11	-18	84*	-2.0	0.1	.
45	O=Cc1cc([N+](=O)[O-])ccc1N1CCOCC1	0	-5	9	-6	1302	-3	7	1	0.4	-0.5	-0.27
46	CC(C)C(=O)Nc1ncc2c(n1)CC(c1cccs1)CC2=O (stereo not drawn)	12	11	-39	-7	1426	3	.	-8	0.0	0.8	0.38
47	Nc1nc(C(=O)N2CCOCC2)nn1S(=O)(=O)c1ccc(Cl)cc1	2	0	3	7	1742	2	.	-6	-1.0	1.1	.
48	O=C(CCCNS(=O)(=O)c1cccs1)N1CCc2ccccc2C1	4	3	4	5	1730	1	.	-4	1.4	-0.7	0.14
49	O=C(NNC(=O)c1ccccc1-c1ccccc1C(=O)O)c1cccc([N+](=O)[O-])c1	0	-6	20	8	1579	-1	0	-8	0.8	-0.6	0.11
50	CCSc1nsc(SCC)c1C(N)=O	5	-6	8	6	1631	-2	.	-9	0.9	-1.7	0.039
51	Cc1cccc2cc(CN(CC3CCCO3)C(=O)c3cnccn3)c(=O)[nH]c12 (stereo not drawn)	-5	3	6	4	1542	2	-23	2	-0.1	2.2	.

From PubChem BioAssay
